Bioassay records from PubChem BioAssay.
a7 integrin act: activators of alpha7 integrin expression for muscular dystrophy | alpha7betagal myoblasts, beta-gal FDG fluorescence, 48 h | Potency, µM (titrated, usually from 38.3 µM), without a hit: at the highest dose activation, most hits filed as activators | 0.064% of 350,000 active;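 note: potency is the fitted concentration of half-maximal effect; 100% = response of the positive control SU9516; nearly all actives have a fitted effect of over 60% in size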
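alpha7betagal+/- myoblasts (passage 13, 250/well) treated 48 h at 37C with compounds at 1:260 dilution of DMSO stock. Lysed, then beta-galactosidase activity read as FDG fluorescence (ex 480/em 540) after 30 min, with pre-read for autofluorescence.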
TRPV1 agonist: agonists of human vanilloid receptor 1 (TRPV1) | 0.19% of 320,000 active | TRPV1-expressing cells, Fluo-8 calcium influx, agonist mode | activation, % at 8.33 µM; in the data active = activation above about 80%; inconclusive = between about 30% and that limit; note: 0% is about no effect
Target sequence (Q8NER1 whole entry, looked up): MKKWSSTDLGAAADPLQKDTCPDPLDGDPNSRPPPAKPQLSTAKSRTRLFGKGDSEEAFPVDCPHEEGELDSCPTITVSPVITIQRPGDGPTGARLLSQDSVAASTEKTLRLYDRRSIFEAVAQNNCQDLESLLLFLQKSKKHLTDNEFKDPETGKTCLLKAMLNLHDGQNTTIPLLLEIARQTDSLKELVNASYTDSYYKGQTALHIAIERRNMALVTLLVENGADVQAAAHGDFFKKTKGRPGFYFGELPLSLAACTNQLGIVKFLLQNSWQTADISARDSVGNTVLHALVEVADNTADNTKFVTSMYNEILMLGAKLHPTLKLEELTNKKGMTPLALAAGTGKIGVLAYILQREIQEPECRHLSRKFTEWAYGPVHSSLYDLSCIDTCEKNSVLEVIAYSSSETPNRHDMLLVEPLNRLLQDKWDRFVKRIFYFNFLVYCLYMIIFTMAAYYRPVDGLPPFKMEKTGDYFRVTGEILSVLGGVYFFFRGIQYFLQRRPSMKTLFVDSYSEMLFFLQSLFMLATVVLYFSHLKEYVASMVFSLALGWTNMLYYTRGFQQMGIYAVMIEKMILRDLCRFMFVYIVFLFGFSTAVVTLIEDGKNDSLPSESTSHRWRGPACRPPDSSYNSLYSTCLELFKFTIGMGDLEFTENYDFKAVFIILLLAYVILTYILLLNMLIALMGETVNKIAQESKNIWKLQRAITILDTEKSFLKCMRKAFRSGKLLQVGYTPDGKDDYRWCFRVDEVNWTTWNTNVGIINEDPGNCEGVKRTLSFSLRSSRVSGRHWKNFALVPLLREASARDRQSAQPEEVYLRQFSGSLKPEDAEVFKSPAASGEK
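Cells expressing TRPV1 were dye-loaded with Fluo-8 and read kinetically: 10 s baseline, 3 min after compound (agonist portion), then 2 min after EC20 capsaicin (allosteric enhancer portion). Calcium-bound dye fluorescence at 480/520 nm.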
PTAP TSG101 blk: blocks PTAP/TSG101 interaction to inhibit HIV-1 budding; Fluorescence polarization, FITC-PTAP peptide / Tsg101 binding; Q99816; Potency, µM (titrated, usually from 115 µM), for the others: at the top dose activity change, negative = inhibition, hits mostly inhibitors; AID 493005; 340,000 tested, under 10 active; active = well fitted inhibition curve with a large enough effect in the main read-out, with a control signal flat, not every such curve was filed as active; inconclusive = small, poorly fitted or top-dose-only effect, or effect the other way, or a change in a side signal; inactive = no such curve, though single readings can be large or run the other way; note: potency is the fitted concentration of half-maximal effect; % of control where 0% means no effect
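Tsg101 binding domain (10 uM final) was mixed with compound and a FITC-labeled PTAP peptide (50 nM final) in HEPES pH 7.5 buffer with NaCl, Tween 20, EDTA and TCEP; fluorescence polarization was read after 20 min at r.t.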
BRCA1 expr up: increases BRCA1 expression. MCF7-BRCA1-FFLuc reporter, luminescence, 48 h; response scale: scaled: vehicle 0%, 10 µM genistein 100%. Potency, µM (doses to about 46.1 µM), inactives show at the top dose activation, usual class: activators. 1.1% of 380,000 active; note: potency is the fitted concentration of half-maximal effect; nearly all actives have a fitted effect of over 80% in size; some results filed as inactive show a strong effect at the top dose
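Quantitative HTS in MCF7 cells stably reporting BRCA1 expression via firefly luciferase. Compound treatment lasts 48 h at 37 °C in phenol-red free MEM. Activation is expressed relative to genistein at 10 microM and DMSO.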
USP2a inh: blocks human ubiquitin-specific protease USP2a; O75604; USP2 core, Ub-CHOP2 coupled fluorogenic reporter, 485/531; Potency, µM (doses to about 38.3 µM), for inactives: at the highest dose activity change, negative = inhibition, hits mostly inhibitors; 0.01% of 330,000 active; AID 463254;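 note: potency is the fitted concentration of half-maximal effect; plate controls were DMSO wells for no effect and full inhibition by NEM control for full effect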
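Deubiquitinase activity read as fluorescence (485/531 nm) after Ub-CHOP2 cleavage activates the enterokinase reporter on its substrate; USP2 core 10nM, Ub-CHOP2 and substrate 25nM each, 30min compound preincubation then 60min RT; data normalized to NEM, curves fitted.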
uPA surface inh: blocks generation of uPA at the cell surface | cell surface uPA generation assay, qHTS | Potency, µM (titrated, usually from 38.3 µM), for inactives: top-dose activity change, negative = inhibition, usual class: inhibitors | 0.31% of 330,000 active | AID 540303; active = well fitted inhibition curve with a large enough effect; inconclusive = small, poorly fitted or top-dose-only effect; inactive = no such curve, though single readings can be large or run the other way; tested in mouse RAW 264.7 cells; note: potency is the fitted concentration of half-maximal effect; % is set by controls: 0 for no effect and ±100 for the full control effect; nearly all actives have a fitted effect of over 55% in size
S-ASM inh: blocks human secretory acid sphingomyelinase. 0.006% of 340,000 active. Potency, µM (top dose mostly 57.5 µM), without a hit: at the top dose activity change, negative = inhibition, hits mostly inhibitors. P17405. placental ASM, HMU-PC fluorogenic substrate, 60 min; note: potency is the fitted concentration of half-maximal effect
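Fluorescence read-out (Ex 386 nm, Em 447 nm) after stopping the reaction at pH 10. Enzyme: ASM from human placenta; substrate HMU-PC0, 9 uM final; 60 min, 37 °C. Compound preincubation 10 min, ambient temperature.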
ELG1 genotox: induces genotoxicity in HEK293T cells with luciferase-tagged ELG1; HEK293T ELG1-luciferase reporter, luminescence, 16 h; Potency, µM (top dose mostly 46 µM), for inactives: at the highest dose activity change, positive = activation, hits mostly activators; 1.3% of 330,000 active; AID 504466; note: potency is the fitted concentration of half-maximal effect; % of control where 0% means no effect; nearly all actives have a fitted effect of over 60% in size
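ELG1-luciferase HEK293T cells, 2,000/well; compound pinned in; 16 hr, 37 °C, 5% CO2; ONE-Glo, 30 min RT; luminescence on CCD imager.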
Eya2 phos inh: inhibitors of human Eya2 phosphatase activity. Potency, µM (doses to about 76.9 µM), for inactives: at the highest dose activity, negative = inhibition, hits mostly inhibitors. O00167. 0.006% of 330,000 active. recombinant Eya2, OMFP fluorescence dephosphorylation (OMFP is methylfluorescein phosphate). AID 488837; note: potency is the fitted concentration of half-maximal effect; % is set by controls: 0 for no effect and ±100 for the full control effect
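Eya2 protein (added as 0.2 uM solution) was preincubated with compound for 10 min at ambient temperature in 50 mM HEPES pH 7.5, 50 mM NaCl, 5 uM MgCl2, 0.05% BSA, 1 mM DTT. OMFP (added at 50 uM) then reacted 10 min; fluorescence read at 485/525 nm.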
p53 reactivator: re-activators of mutant p53; Potency, µM (titrated, usually from 92.2 µM), inactives show at the top dose activity change, positive = activation, hits mostly activators; H1299 p53-A138V BP100-luciferase reporter, luminescence, 24 h; 0.063% of 320,000 active; note: potency is the fitted concentration of half-maximal effect; % of control where 0% means no effect; nearly all actives have a fitted effect of over 45% in size
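p53-null H1299 cells stably carrying temperature-sensitive p53-A138V and a BP100-luciferase reporter were pinned with compounds (4-point, 1:5 series) and held 24 hrs at 37 deg C. Luminescence was read 10 min after detection reagent.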
B2AR arrestin: beta2AR (human) beta-arrestin recruitment activity; AID 492947; Potency, µM (top dose mostly 46.1 µM), inactives show at the highest dose activation, usual class: activators; beta-arrestin recruitment to beta2AR, cell-based reporter; 0.02% of 330,000 active; P07550;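 note: potency is the fitted concentration of half-maximal effect; 0% = DMSO controls and full agonism = EC100 isoproterenol or metaproterenol; nearly all actives have a fitted effect of over 65% in size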
An asterisk follows results filed as active; ? = inconclusive; . = not tested or not shown; & = joins results of further samples; [ ] = dose if it differs, or a comment. Unless noted, calls come from the whole dose curve; as a rule, active = well fitted curve in the direction sought with a large enough effect; inconclusive = small, poorly fitted or top-dose-only effect, or another doubt; inactive = no such curve, though single readings can be large; an effect the other way counts as inactive or inconclusive.

SMILES	a7 integrin act	TRPV1 agonist	PTAP TSG101 blk	BRCA1 expr up	USP2a inh	uPA surface inh	S-ASM inh	ELG1 genotox	Eya2 phos inh	p53 reactivator	B2AR arrestin
CCN(CC)S(=O)(=O)N1CCC(C(=O)NC2CCCc3ccccc32)CC1 (centres undefined)	3%	-1	0%	-49%	-1%	.	3%	-8%	1%	7%	3.6%
O=C(Nc1ccnn1C1CCN(C/C=C/c2ccccc2)CC1)c1ccccc1	16%	-5	-2%	-8%	0%	-8%	-1%	-1%	-9%	24%	1.6%
N/C(=N\OC(=O)CSc1ccccc1)c1ccncc1	-20%	2	0%	?	2%	-1%	3%	?	-3%	19%	-0.4%
O=C1c2ccccc2NC(c2cccc([N+](=O)[O-])c2)N1O (centres undefined)	-3%	2	0%	-58%	0%	0%	-2%	10%	-7%	4%	-0.5%
Cc1cc(=O)[nH]c(Nc2cccc(Cl)c2C)n1	31%	1	-6%	-17%	0%	-6%	2%	-3%	4%	2%	0.1%
CNC(=O)c1ccc(-c2sc3nc(N4CCOCC4)c4c(c3c2N)CC(C)(C)OC4)o1	32%	0	-2%	-4%	0%	-3%	.	4%	5%	4%	-0.3%
COc1ccc(NC(=O)Nc2ccccc2C(=O)N2CCCC2)cc1	7%	-1	-2%	-10%	-1%	0%	0%	1%	-21%	3%	0.3%
COc1ccccc1-c1n[nH]c2c1[C@H](C)CC[C@H]2C(C)C	0%	3	-14%	-49%	-8%	-1%	-10%	-6%	-16%	0%	-1.0%
CSc1nc2ccc(NC(=O)c3ccc(Cl)s3)cc2s1	3%	1	2%	?	2%	-1%	224%	?	-2%	18%	0.0%
O=C(Nc1ccc(S(=O)(=O)N2CCOCC2)cc1)c1c(F)cccc1F	23%	9	-2%	0%	0%	-1%	-1%	12%	-12%	-4%	-0.3%
CCC(C)NC(=O)CSc1nc2ccccc2c(=O)n1Cc1ccc(OC)cc1 (centres undefined)	-22%	-3	-3%	0%	9%	.	-1%	-2%	19%	5%	2.3%
CCC1Nc2ncnc(N3CCOCC3)c2N(Cc2ccc(Br)cc2)C1=O (centres undefined)	13%	.	0%	0%&3%	3%	1%	5%	3%	-1%	4%	0.2%
Cc1ccn2c(=O)cc(C)nc2c1	3%	-2	1%	-13%	2%	6%	1%	-8%	-2%	-1%	0.2%
COc1ccc(CC(=O)OCCN(C)C)cc1	-17%	2	-4%	1%	-2%	4%	1%	-9%	7%	7%	-0.9%
COc1cccc(OCC(=O)N(C)Cc2nc(-c3cccc(C)c3)no2)c1	-75%[inhibitor]	29	-1%	-15%	0%	15%	-4%	-10%	-4%	1%	-0.1%
COc1ccc(/C=C/c2ccncc2)c2ccccc12	21%	21	-16%	-63%	.	-17%	11%	.	.	.	.
CCCCOC(=O)/C(=C/c1cn(C)c2ccccc12)NC(=O)c1ccc(OC)cc1	-14%	24	0%	0%	-5%	-3%	3%	0%	-13%	-1%	-0.6%
CCCCCN(C(=O)CCC(=O)OCC(=O)N1CCCCC1CC)c1c(N)n(CCCC)c(=O)[nH]c1=O (centres undefined)	3%	.	-5%	-7%	.	1%	5%	.	.	.	.
CCc1c(C)nc(N)n2c(SCC(=O)Nc3ccccc3)nnc12	7%	2	0%	1%	1%	5%	6%	-2%	34%	6%	0.0%
CN(Cc1ccccc1)CC(O)COc1ccc(CNCCCOc2cccnc2)cc1 (centres undefined)	-60%[inhibitor]	-3	-7%	2%	0%	-9%	0%	1%	8%	-1%	?
COc1cc(CN2CCNC(=O)C2CC(=O)N(C)CCCN2CCOCC2)cc(OC)c1 (centres undefined)	25%	-1	1%	21%	0%	1%	8%	1%	13%	13%	-1.1%
COC(=O)c1c(NC(=O)CN2C(=O)C(=O)N(CC(C)C)C2=O)sc2c1CCCCC2	6%	1	-2%	-9%	3%	0%	-12%	-1%	9%	-2%	-0.6%
Cc1ccc(CNC(=O)COC(=O)CSc2cc(C)c(Br)cc2C)cc1	1%	26	-7%	-1%	2%	2%	-3%	2%	-22%	-5%	-0.1%
O=C1CN(C(=O)COC(=O)CNS(=O)(=O)c2ccccc2)c2ccccc2N1	11%	-1	0%	-4%	-2%	9%	4%	1%	-9%	0%	-0.2%
CCN1CCN(C(=O)C2CCN(Cc3cc(Cl)ccc3O)CC2)CC1	-33%	0	2%	23%	6%	-4%	2%	0%	1%	3%	-0.8%

Shown bar-delimited: 6 of the compounds above
Compound | a7 integrin act | TRPV1 agonist | PTAP TSG101 blk | BRCA1 expr up | USP2a inh | uPA surface inh | S-ASM inh | ELG1 genotox | Eya2 phos inh | p53 reactivator | B2AR arrestin
COc1cccc(OCC(=O)N(C)Cc2nc(-c3cccc(C)c3)no2)c1 | -75%[inhibitor] | 29 | -1% | -15% | 0% | 15% | -4% | -10% | -4% | 1% | -0.1%
COc1ccc(/C=C/c2ccncc2)c2ccccc12 | 21% | 21 | -16% | -63% | . | -17% | 11% | . | . | . | .
CCCCOC(=O)/C(=C/c1cn(C)c2ccccc12)NC(=O)c1ccc(OC)cc1 | -14% | 24 | 0% | 0% | -5% | -3% | 3% | 0% | -13% | -1% | -0.6%
CCCCCN(C(=O)CCC(=O)OCC(=O)N1CCCCC1CC)c1c(N)n(CCCC)c(=O)[nH]c1=O (centres undefined) | 3% | . | -5% | -7% | . | 1% | 5% | . | . | . | .
CCc1c(C)nc(N)n2c(SCC(=O)Nc3ccccc3)nnc12 | 7% | 2 | 0% | 1% | 1% | 5% | 6% | -2% | 34% | 6% | 0.0%
CN(Cc1ccccc1)CC(O)COc1ccc(CNCCCOc2cccnc2)cc1 (centres undefined) | -60%[inhibitor] | -3 | -7% | 2% | 0% | -9% | 0% | 1% | 8% | -1% | ?

Additional results follow.
SMILES	a7 integrin act	TRPV1 agonist	PTAP TSG101 blk	BRCA1 expr up	USP2a inh	uPA surface inh	S-ASM inh	ELG1 genotox	Eya2 phos inh	p53 reactivator	B2AR arrestin
COc1ccc(-n2c(SCC(=O)N3CCc4ccccc43)nnc2-c2c[nH]c3ccccc23)cc1	11%	1	-2%	21%	1%	6%	-4%	6%	6%	-2%	-2.4%
COC(=O)c1ccc(NC(=O)c2ccc(NC(=O)C3CCCO3)cc2)cc1 (centres undefined)	-12%	12	1%	7%	15%	5%	2%	-6%	-27%	0%	0.1%
C/C(=N\NC(=O)C1CC1)c1ccc(C(C)(C)C)cc1	9%	?	-9%	82%	1%	-5%	-2%	17%	-11%	1%	-0.4%
O=C(COc1ccccc1Cl)N1CCN(c2ccccn2)CC1	-26%	-3	-6%	-7%	1%	-3%	2%	-4%	7%	-2%	0.2%
Cc1ccnc(Nc2nc(-c3sc(C)nc3C)cs2)c1	-45%	.	0%	-45%	.	-9%	-3%	.	.	.	.
CC(=O)N1CC=C2C(C#N)=C(N)C(C#N)(C#N)C(CCc3ccccc3)C2C1 (centres undefined)	6%	2	1%	-55%	2%	2%	72%[activator]	-1%	-16%	10%	0.1%
CCOC(=O)CSC1=C(C#N)C(c2ccccc2F)C(C(C)=O)=C(C)N1 (centres undefined)	-14%	.	-8%	7%	2%	6%	19%	1%	3%	-3%	-0.3%
O=C(CC1C(=O)NCCN1Cc1ccccc1C(F)(F)F)NC1CCCCC1 (centres undefined)	20%	10	-6%	13%	0%	-3%	6%	0%	16%	-2%	0.3%
CCOC(=O)/C=C/C(=O)Nc1ccc(S(=O)(=O)N(C)c2ccccc2)cc1	-41%	29	1%	-14%	0%	-11%	-6%	8%	8%	8%	-1.0%
Cc1cc(C(F)(F)F)nc(NCc2ccc(F)cc2)n1	28%	3	-4%	-9%	-1%	8%	0%	2%	-7%	11%	-0.2%
COC(=O)CN1C(=S)N(c2ccc(Cl)cc2)C(=O)C1CC(=O)Nc1ccc(F)cc1 (centres undefined)	13%	-3	0%	19%	1%	1%	-6%	-7%	-6%	-1%	0.0%
O=S(=O)(Nc1ccccc1O)c1cccc2cccnc12	-12%	0	1%	-4%	1%	0%	-7%	-5%	-1%	-2%	-0.4%
O=C(CCNS(=O)(=O)c1ccccc1)OCC(=O)c1ccc(Cl)cc1	-11%	-7	-1%	-2%	1%	-4%	-3%	-4%	3%	2%	0.2%
O=C(CNC(=O)C1CCCCC1)OCC(=O)c1ccc(Br)cc1	-17%	6	-1%	-4%&1%	0%	0%	2%	4%	19%	.	-0.9%
